PI4K2A block – blocks human PI4K2A kinase activity; purified PI4K2A, ADP-Glo luminescence, 1 h; stronger effect = lower value; actives 0.13% (n = 420,000); activity change, negative = inhibition, % at 76.9 µM; in the data active = activity change below about -50%; inconclusive = mostly about -30% to -49%;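 also: -100% = wells without enzyme as full effect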
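Compounds are screened against recombinant PI4K2A using PI as substrate and ATP, the latter dispensed at 300 microM. Reactions run one hour at ambient temperature before ADP-Glo detection; full inhibition defined by wells lacking enzyme.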
USP1-UAF1 inh – inhibitors of human USP1/UAF1 deubiquitinase; O94782; recombinant USP1/UAF1, Ub-Rhodamine cleavage fluorescence; Potency, µM (doses to about 57.1 µM), without a hit: top-dose activity change, negative = inhibition, actives largely listed as inhibitors; actives 0.23% (n = 390,000); also: potency is read from the fitted curve at half-maximal effect; % is scaled to controls: 0 for no effect and ±100 for the full control effect; nearly all actives have a fitted effect of over 60% in size; inactives centre near -12
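In this screen, compounds sit with the deubiquitinase complex (1nM) for 15 min at room temperature before Ub-Rho is added at 150nM final. Fluorescence rise is then followed for 6 reads every 60 seconds.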
Pin1 inhibitor – blocks the human prolyl isomerase Pin1; Q13526; Pin1 FP peptide displacement, HiFluor488, 10 min; Potency, µM (doses to about 115 µM), without a hit: at the highest dose activity, negative = inhibition, hits mostly inhibitors; actives 0.009% (n = 390,000); active = well fitted inhibition curve with a large enough effect in the polarisation, with a control signal flat, not every such curve was filed as active; inconclusive = small, poorly fitted or top-dose-only effect, or effect the other way, or a change in a side signal; inactive = no such curve, though single readings can be large or run the other way; the % refers to the polarisation; also: potency is read from the fitted curve at half-maximal effect; % is scaled to controls: 0 for no effect and ±100 for the full control effect
Tb PGK inh – inhibitors of T. brucei phosphoglycerate kinase; P07378; PGK/GAPDH coupled, Kinase-Glo luminescence, 60 min; Potency, µM (top dose mostly 57.5 µM), for the others: at the top dose activity change, negative = inhibition, actives largely listed as inhibitors; actives 0.043% (n = 380,000); also: potency is read from the fitted curve at half-maximal effect; % is scaled to controls: 0 for no effect and ±100 for the full control effect; nearly all actives have a fitted effect of over 60% in size
Target sequence (P07378 whole entry, looked up): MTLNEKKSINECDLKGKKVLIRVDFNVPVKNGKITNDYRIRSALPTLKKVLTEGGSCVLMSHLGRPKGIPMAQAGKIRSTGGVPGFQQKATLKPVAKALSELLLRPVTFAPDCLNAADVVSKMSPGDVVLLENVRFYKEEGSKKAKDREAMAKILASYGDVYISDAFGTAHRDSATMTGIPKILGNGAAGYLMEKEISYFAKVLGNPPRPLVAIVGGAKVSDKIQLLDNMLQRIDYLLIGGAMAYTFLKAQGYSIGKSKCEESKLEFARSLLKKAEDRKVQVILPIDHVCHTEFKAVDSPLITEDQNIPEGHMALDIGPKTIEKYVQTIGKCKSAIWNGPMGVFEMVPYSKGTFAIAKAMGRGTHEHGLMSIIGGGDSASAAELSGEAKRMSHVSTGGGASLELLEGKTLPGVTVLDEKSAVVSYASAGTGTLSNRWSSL
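Luminescent ATP detection (Kinase-Glo Plus) follows a 60-minute room-temperature incubation, with wells lacking PGK as controls. Buffer: 100 mM TEA (pH 7.6), 5 mM MgCl2, 0.01% Tween-20. Coupling enzyme GAPDH (100 nM final) supplies unstable 1,3-BPG in-well.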
HP1b chromo inh – HP1-beta chromodomain-methylated histone interaction inhibition. P83916. AlphaScreen HP1-beta / biotin-H3K9me3 peptide binding. Potency, µM (titrated, usually from 114 µM), inactives show top-dose activity change, negative = inhibition, hits mostly inhibitors. actives 0.56% (n = 390,000); also: potency is read from the fitted curve at half-maximal effect; nearly all actives have a fitted effect of over 70% in size; inactives centre near 23
Target sequence (P83916 whole entry, looked up): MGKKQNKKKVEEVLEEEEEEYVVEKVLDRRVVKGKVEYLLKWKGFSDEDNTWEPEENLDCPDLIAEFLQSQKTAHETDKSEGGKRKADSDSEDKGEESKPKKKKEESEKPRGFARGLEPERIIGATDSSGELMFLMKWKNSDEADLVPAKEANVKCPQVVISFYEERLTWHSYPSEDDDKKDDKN
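Compound inhibition of the preformed complex between 50 nM HP1-beta and 50 nM biotinylated H3K9me3 peptide was read by AlphaScreen. Buffer was PBS pH 7.4 with 0.01% Tween-20. Incubations ran 30 min at room temperature, with 10 ug/mL donor/acceptor beads.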
GLS inh – glutaminase GLS (human) inhibition | GLS enzymatic activity, qHTS titration | actives 0.21% (n = 410,000) | O94925 | Potency, µM (series often up to 45.5 µM), for inactives: at the top dose activity change, negative = inhibition, hits mostly inhibitors | AID 624170; also: potency is read from the fitted curve at half-maximal effect; % is scaled to controls: 0 for no effect and ±100 for the full control effect
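Human kidney-isoform GLS in 45 mM KH2PO4 pH 8.2, 0.02% Tween-20, with compound, started with 1mM L-Glutamine (added stock). Glutamate oxidase/HRP/Amplex red coupled fluorescence read at start and after 30 min at RT.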
rTrxR1 inhibitor – blocks rat thioredoxin reductase 1; O89049; recombinant rTrxR1, NADPH fluorescence consumption, selenite substrate; Potency, µM (series often up to 114 µM), without a hit: top-dose activity change, negative = inhibition, most hits filed as inhibitors; actives 1% (n = 390,000); AID 588453; also: potency is read from the fitted curve at half-maximal effect; % is scaled to controls: 0 for no effect and ±100 for the full control effect; nearly all actives have a fitted effect of over 65% in size
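Rat TrxR1 (90 nM in the dispensed reagent) was pre-reduced with 400 uM NADPH for 5 min at room temperature, then incubated with compound for 15 min. After 400 uM selenite was added, NADPH fluorescence (Ex 340/Em 450 nm) was followed for 8 min.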
TrxR1 substrate – is turned over as a substrate by rat TrxR1 | O89049 | actives 0.01% (n = 390,000) | AID 588456 | purified TrxR1 substrate turnover, NADPH consumption readout | Potency, µM (titrated, usually from 114 µM), inactives show at the top dose activity change, negative = substrate turnover; also: potency is read from the fitted curve at half-maximal effect; % is scaled to controls: 0 for no effect and ±100 for the full control effect; nearly all actives have a fitted effect of over 50% in size
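Rat TrxR1, dispensed at 90 nM, was prereduced with 400 uM NADPH (final) for 5 min at ~22 deg C, then incubated with compound 15 min before 400 uM selenite. A first-read NADPH fluorescence drop versus no-compound background flagged substrates.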
IDH1 R132H inh – human IDH1 R132H inhibition; O75874; IDH1-R132H enzyme, NADPH consumption, diaphorase/resazurin fluorescence; Potency, µM (top dose mostly 76.6 µM), for the others: at the highest dose activity change, negative = inhibition, usual class: inhibitors; actives 0.093% (n = 390,000); also: potency is read from the fitted curve at half-maximal effect; % is scaled to controls: 0 for no effect and ±100 for the full control effect; nearly all actives have a fitted effect of over 65% in size
Target sequence (O75874 whole entry R132H, stated change not applied): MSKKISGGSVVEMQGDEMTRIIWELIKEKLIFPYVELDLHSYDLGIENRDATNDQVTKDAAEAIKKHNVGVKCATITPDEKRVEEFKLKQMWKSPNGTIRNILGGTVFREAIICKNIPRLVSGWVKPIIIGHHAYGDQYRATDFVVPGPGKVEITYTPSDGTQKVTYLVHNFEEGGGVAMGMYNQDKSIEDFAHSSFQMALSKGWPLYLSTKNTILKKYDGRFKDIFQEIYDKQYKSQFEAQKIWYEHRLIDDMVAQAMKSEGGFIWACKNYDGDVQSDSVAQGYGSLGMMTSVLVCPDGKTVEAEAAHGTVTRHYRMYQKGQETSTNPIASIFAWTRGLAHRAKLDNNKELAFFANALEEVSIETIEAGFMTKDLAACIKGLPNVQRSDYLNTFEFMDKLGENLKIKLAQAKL
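IDH1-R132H (0.5 ug/mL) preincubated 30 min with compound, then NADPH (0.016 mM) and alpha-KG (2 mM) added; 80 min at RT, pH 7.5. Remaining NADPH coupled via diaphorase/resazurin to fluorescence (540/590 nm); concentration-response curves normalized to no-enzyme control.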
Starred values were filed as active, the others as inactive; i = inactive; ? = inconclusive; & = joins results of further samples; [ ] = another dose, or the depositor's remark. Unless noted, calls follow the shape of the dose curve; as a rule, active = well fitted curve in the direction sought with a large enough effect; inconclusive = small, poorly fitted or top-dose-only effect, or another doubt; inactive = no such curve, though single readings can be large; an effect the other way counts as inactive or inconclusive.

SMILES,PI4K2A block,USP1-UAF1 inh,Pin1 inhibitor,Tb PGK inh,HP1b chromo inh,GLS inh,rTrxR1 inhibitor,TrxR1 substrate,IDH1 R132H inh
O=C1CC(N2CCc3ccccc32)C(=O)N1c1ccccc1 (centres undefined),1,-4%,0%,5%,1%,0%,8%,6%,-4%
COc1ccccc1C1CC(=O)Nc2cc3c(cc21)OCCO3 (centres undefined),9,-23%,-3%,-3%,-5%,0%,17%[57.1 µM],10%[57.1 µM],8%
CCOC(=O)c1c(NC(=O)COC(=O)Cc2c[nH]c3ccccc23)sc(C(=O)N(C)C)c1C,0,-10%,7%,4%,-11%,5%,1%[57.1 µM],-2%[57.1 µM],-6%
Cc1ccc(N(CCC(=O)O)S(=O)(=O)c2cccc(C(F)(F)F)c2)cc1,3,-15%,0%,i,29%,-18%,7%[57.1 µM],-5%[57.1 µM],4%
COc1ccc(NC(=O)C(c2ccc(OC)cc2)N(C)C(=O)c2cnccn2)cc1 (centres undefined),-1,-19%,-1%,-5%,19%,-4%,5%[57.1 µM],-9%,-3%
O=C(COC(=O)c1cc[n+]([O-])cc1)Nc1ccc([N+](=O)[O-])cc1,2,4%,3%,-9%,3%,-9%,15%[57.1 µM],-1%[57.1 µM],-9%
Cc1ccc(C(=O)N/C(=C\C=C\c2ccccc2)C(=O)NCc2ccco2)cc1,3,?,14%,i,1%,-23%,-42%,-25%[57.1 µM],1%
CCOc1ccc(NC(=O)CN2C(=O)CSc3ccc(S(=O)(=O)N4CCOCC4)cc32)cc1,7,-9%,0%,8%,-5%,-2%,12%[57.1 µM],4%[57.1 µM],-8%
COC(=O)[C@]1(Cc2ccccc2)N[C@H](CN(C)C(=O)c2ccc(C)cc2)[C@@H]2C(=O)N(Cc3ccccc3)C(=O)[C@@H]21,4,-22%,10%,2%,-3%,0%,6%,-5%,-3%[38.3 µM]
O=C(Nc1ccc(F)cc1)C(c1ccccc1)N1CCN(S(=O)(=O)c2c(F)cccc2F)CC1 (centres undefined),-6,-25%,38%[activator],-3%,23%,3%,7%,-5%,2%
CN(Cc1ccccc1)C(=O)C(C(=O)c1ccc(F)cc1)n1cc(Cl)ccc1=O (centres undefined),6,-14%,-4%,-8%,53%[activator],-18%,12%,-7%,13%
COC(=O)CCN(C)CCC(=O)OC,-3,-6%,-6%,-3%,55%[activator],-1%,16%[57.1 µM],11%[57.1 µM],2%
CCN(CC(=O)NCc1cccs1)C(=O)COc1ccc(C(N)=O)cc1,-1,-11%,-2%,-9%,41%,-3%,-1%,-6%,-5%
O=c1c2c3c(sc2nc2n1CCC2)CCCCC3,6,-13%,-4%,-8%,30%,-1%,11%[57.1 µM],8%[57.1 µM],3%
Cc1ccc(S(=O)(=O)/N=C(/c2ccccc2)N(C)c2ccc(O)cc2)cc1,0,-25%,-1%,-3%,26%,3%,2%,-4%,-4%
C=CCN(c1ccc(C(=O)Nc2cc(C)cc(C)c2)cc1)S(C)(=O)=O,-2,-9%,-7%,2%,22%,7%,8%,-8%,2%
COc1ccccc1OCC(=O)O,-19&-2,-3%&-13%,-9%&-1%,-1%,20%&50%,1%&0%,-3%&21%,-7%&3%,5%&7%
Cc1cc(NC(=O)COC(=O)c2cc(S(=O)(=O)N(C)C)ccc2Cl)no1,-1,-8%,1%,-10%,17%,1%,-6%,-1%,0%
CNc1c(NC(=O)c2ccc3c(c2)OCO3)c(=O)oc2ccccc12,1,-4%,-4%,3%,25%,8%,-7%,-9%,-3%
Cc1ccc(N=C2S/C(=C/c3cccc(OCC(=O)O)c3)C(=O)N2C)cc1C,-4,-16%,-27%,-9%,-16%,-29%,18%[57.1 µM],-9%,1%
Cc1cccc(N(Cc2cc(=O)[nH]c3ccccc23)C(=O)C(C)C)c1,-2,-2%,-3%,-4%,51%[activator],0%,16%,5%,-1%
CC(=O)N1N=C(c2ccc(Cl)cc2)OC12CCCC2,-1,2%,1%,-1%,27%,3%,10%,49%[activator],1%
Cc1ccc(NC(=O)c2cc(-c3ccco3)nc3ccccc23)cc1S(=O)(=O)N1CCOCC1,?,-13%,?,-5%,-19%,36%[activator],-46%,10%[57.1 µM],1%
O=C(CCS(=O)(=O)c1cc(Br)cc2c1N(C(=O)C1CC1)CC2)Nc1ccc(Br)cc1F,-11,-11%,3%,3%,6%,-1%,-26%,-15%,0%
CCOc1ccc(N2C(=O)CC(N3CCC(NC(=O)Nc4ccccc4)CC3)C2=O)cc1 (centres undefined),-12,-22%,-2%,i,49%,-14%,9%[57.1 µM],-9%[57.1 µM],4%

An excerpt from above, reduced to HP1b chromo inh:
Compound | HP1b chromo inh
COc1ccc(NC(=O)C(c2ccc(OC)cc2)N(C)C(=O)c2cnccn2)cc1 (centres undefined) | 19%
CCN(CC(=O)NCc1cccs1)C(=O)COc1ccc(C(N)=O)cc1 | 41%
CCOC(=O)c1c(NC(=O)COC(=O)Cc2c[nH]c3ccccc23)sc(C(=O)N(C)C)c1C | -11%
O=C(Nc1ccc(F)cc1)C(c1ccccc1)N1CCN(S(=O)(=O)c2c(F)cccc2F)CC1 (centres undefined) | 23%

Of the compounds above, 2 have an NH in an aromatic ring.
SMILES,PI4K2A block,USP1-UAF1 inh,Pin1 inhibitor,Tb PGK inh,HP1b chromo inh,GLS inh,rTrxR1 inhibitor,TrxR1 substrate,IDH1 R132H inh
CCOC(=O)c1c(NC(=O)COC(=O)Cc2c[nH]c3ccccc23)sc(C(=O)N(C)C)c1C,0,-10%,7%,4%,-11%,5%,1%[57.1 µM],-2%[57.1 µM],-6%
Cc1cccc(N(Cc2cc(=O)[nH]c3ccccc23)C(=O)C(C)C)c1,-2,-2%,-3%,-4%,51%[activator],0%,16%,5%,-1%

Other results.
SMILES,PI4K2A block,USP1-UAF1 inh,Pin1 inhibitor,Tb PGK inh,HP1b chromo inh,GLS inh,rTrxR1 inhibitor,TrxR1 substrate,IDH1 R132H inh
O=C(NCCc1nc2ccccc2[nH]1)C1CCC(=O)N(CCc2cccc(F)c2)C1 (centres undefined),0,-10%,2%,1%,31%,-1%,-11%,2%,2%
O=C(COC(=O)COc1ccc(Cl)cc1)NC1CCS(=O)(=O)C1 (centres undefined),1,-14%,2%,7%,39%,-1%,17%,6%,6%
Cc1nc(N=Nc2ccc(O)cc2)n[nH]1,-23,-17%,15%,-19%,37%,16%,-7%,-20%,0%
Cc1cc(C)n(CC(=O)NNC(=O)CCNC(=O)c2ccccc2Cl)n1,-2,-2%,3%,4%,11%,26%,3%,-1%,5%
O=C(c1ccc(NC2=NC3CS(=O)(=O)CC3S2)cc1)N1CCN(c2ccccc2)CC1 (centres undefined),-10,-22%,1%,i,21%,14%,12%[57.1 µM],1%[57.1 µM],-4%
Cc1ccc(C)c(S(=O)(=O)N2CCN(c3ncnc4sccc34)CC2)c1,-6,-10%,29%,-2%,6%,3%,23%,11%,3%
CCCn1c(=O)c(-c2nc3ccccc3[nH]2)c(O)c2ccccc21,7,1%,1%,-2%,41%[activator],4%,1%[57.1 µM],18%[57.1 µM],-2%
O=C(CN1CCN(S(=O)(=O)N2CCCCC2)CC1)Nc1cc(Cl)ccc1Cl,-1,-16%,-3%,-7%,5%,1%,6%,-6%,-13%
Cc1cc(Br)ccc1NC(=O)CNC(=O)CN(C)Cc1nc2ccccc2c(=O)[nH]1,-1,0%,-2%,1%,39%[activator],-1%,11%,11%,-2%
CCCCc1cc(=O)oc2cc(C)cc(OCc3nn[nH]n3)c12,?,-25%,-7%,-9%,41%[activator],12%,17%[57.1 µM],178%[activator][57.1 µM],-2%
Cc1cc([N+](=O)[O-])ccc1NC(=O)CCC(=O)N1CCCCCC1,0,-23%,-4%,-3%,26%,2%,26%,4%,-4%
Cc1c(Cc2ccccc2)c(=O)oc2cc(OCC(=O)c3ccccc3)ccc12,2,-11%,2%,5%,49%[activator],-16%,-4%[57.1 µM],-4%[57.1 µM],4%
Cn1cnc([N+](=O)[O-])c1Sc1nc(N)nc2c1ncn2C1CC(O)C(CO)O1 (centres undefined),8,-8%,-2%,-7%,48%[activator],-5%,?,6%[57.1 µM],-2%
COCC(=O)N(Cc1ccccc1)c1ccccn1,-1,-26%,1%,2%,16%,1%,-4%,-4%,2%
CN(c1ccccc1C(=O)O)S(=O)(=O)c1ccc2c3c(cccc13)C(=O)N2,-9,-13%,-19%,-17%,-9%,-13%,-16%,-3%,16%

Screening results (PubChem)

The list is partial; the hit share may differ from the screen's.
